High-throughput results: PubChem BioAssay, Broad Institute
CASP6 VEID inh: human caspase-6 inhibitors, primary screen, biochemical, VEID-R110 fluorescence, single point, set 2. inhibition, % at 12.5 µM. purified caspase-6, Z-VEID-R110 cleavage fluorescence. actives 0.53% (n = 350,000). AID 686996, 2013. P55212;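 active means mean inhibition across replicates at least about 35%, with every replicate also reaching that limit, limit read from the data; inconclusive means only one of the two criteria met; inactive means neither criterion met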;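 further: 0% = median of neutral control wells and 100% = no fluorescence left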
ERp5 inh: inhibitors of ERp5-driven insulin aggregation, primary screen, biochemical, turbidity, absorbance 650 nm, single point | inhibition, % at 9.99 µM | 90 min | actives 0.05% (n = 350,000);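 active means mean replicate inhibition above about 25%, with every replicate also reaching it, limit read from the data, passing the limit was not always enough; inconclusive means only one of those two criteria met; inactive means neither criterion met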
ERAP1 inh: human ERAP1 aminopeptidase inhibitors, primary screen, biochemical, single point, plate reader; recombinant ERAP1, Leu-AMC fluorescence, 60 min; Endoplasmic reticulum aminopeptidase 1 (Homo sapiens), Q9NZ08; inhibition, % at 10.7 µM; actives 0.15% (n = 340,000);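 active means mean replicate inhibition of at least 30%, or all replicates individually reaching that 30% level; inactive means mean below 30% and not every replicate reaching it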;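 further: 0% = neutral control wells and 100% = L-leucinethiol positive control wells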
Target sequence (Q9NZ08 whole entry, looked up): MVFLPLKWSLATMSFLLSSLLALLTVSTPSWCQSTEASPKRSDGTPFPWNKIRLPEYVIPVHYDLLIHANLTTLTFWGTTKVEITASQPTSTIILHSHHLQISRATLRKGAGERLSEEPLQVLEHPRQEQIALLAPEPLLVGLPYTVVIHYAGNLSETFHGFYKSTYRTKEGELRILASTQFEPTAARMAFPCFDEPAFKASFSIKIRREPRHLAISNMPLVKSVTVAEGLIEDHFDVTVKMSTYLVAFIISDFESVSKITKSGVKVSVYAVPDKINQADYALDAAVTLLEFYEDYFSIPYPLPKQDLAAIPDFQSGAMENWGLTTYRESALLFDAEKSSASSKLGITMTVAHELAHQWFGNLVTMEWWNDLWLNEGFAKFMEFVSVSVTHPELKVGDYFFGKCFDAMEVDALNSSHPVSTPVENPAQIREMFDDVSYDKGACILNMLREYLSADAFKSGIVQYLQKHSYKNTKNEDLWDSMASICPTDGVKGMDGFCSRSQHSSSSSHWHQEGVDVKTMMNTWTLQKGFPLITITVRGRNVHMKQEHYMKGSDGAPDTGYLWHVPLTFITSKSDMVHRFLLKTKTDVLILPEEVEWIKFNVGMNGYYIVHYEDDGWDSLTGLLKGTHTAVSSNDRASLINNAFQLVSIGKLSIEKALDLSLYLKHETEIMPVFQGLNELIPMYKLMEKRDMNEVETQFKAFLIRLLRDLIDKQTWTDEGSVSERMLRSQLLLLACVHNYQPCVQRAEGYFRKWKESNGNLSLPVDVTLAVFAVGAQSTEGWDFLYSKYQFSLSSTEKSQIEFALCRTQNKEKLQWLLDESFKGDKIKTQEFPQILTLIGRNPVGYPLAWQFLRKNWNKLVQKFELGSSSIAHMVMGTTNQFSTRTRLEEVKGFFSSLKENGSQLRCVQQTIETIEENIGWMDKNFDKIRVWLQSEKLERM
DENV2 CPE rescue: inhibitors of DENV2 cytopathic effect, primary screen, cell-based, plate reader, single concentration | DENV2-infected cells, cytopathic effect rescue | CPE inhibition, % at 9.99 µM | actives 1.7% (n = 350,000); in the data active means CPE inhibition above about 20%, passing the limit was not always enough; inconclusive means no clear call, values can overlap the other calls; tested in BHK-21 cells;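 further: 0% = median of neutral control wells and 100% = median of positive control wells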
SIRT5 inh: SIRT5 desuccinylase inhibitors, primary screen, biochemical, fluorescence imaging, single point, set 5; AID 652115, 2013; inhibition, % at 15 µM; Purified SirT5, succinyl-peptide AMC, trypsin-coupled fluorescence; actives 1.1% (n = 330,000); in the data active means inhibition above about 15%; inconclusive means no clear call, values can overlap the other calls
F508del corr: F508del CFTR correction, initial screen, CFBE line, single point | CFBE cells, YFP halide quenching; stimulated with forskolin plus potentiator P3; % fluorescence drop versus neutral controls | activity (quench increase), % at 7.58 µM | actives 0.36% (n = 350,000) | AID 720511, 2013;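 active means mean added fluorescence quench of at least 8% versus neutral control, with both replicates also reaching 8%; inconclusive means only one of the mean or replicate conditions met; inactive means mean below 8% and not both replicates reaching 8%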;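 further: cells transiently co-express mutant CFTR-F508del with the halide-sensitive YFP; corrector assay measuring rescue of mutant channel to the surface after 24 h compound exposure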
miR-122 sensor: miR-122 Renilla sensor signal increase in Huh7, primary screen, miR-122 inhibitor project, cell-based, single point, plate reader; actives 0.3% (n = 340,000); activation (reporter increase), % at 12.5 µM; Huh7 miR-122 Renilla luciferase sensor, 48 h; neutral wells = 0, positive control = 100;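 active means mean replicate activation score at least 90 and every replicate individually at or above 90; inconclusive means only one of the two criteria met; inactive means neither criterion met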;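 further: higher luciferase means less miR-122 activity so hits act as miR-122 inhibitors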
Numbers without * were called inactive; u = inconclusive; x = not tested or not shown; [ ] = dose if it differs, or a comment.

CASP6 VEID inh | ERp5 inh | ERAP1 inh | DENV2 CPE rescue | SIRT5 inh | F508del corr | molecule | miR-122 sensor
0 | 4 | -2 | 10 | 5 | -3.4 | O=C(Nc1ccc(Cn2ccnc2)cc1)c1cccc(C(F)(F)F)c1 | 2
-4 | 3 | 4 | 3 | -1 | 1.1 | CCOCc1c(C(=O)NC2=Nc3ccccc3NC(CC)=C2C(=O)OCC)oc2ccccc12 | x
-1 | -1 | x | 4 | -4 | -0.1 | COc1cccc(C2c3c(oc4ccccc4c3=O)C(=O)N2Cc2ccco2)c1 (configuration not stated) | 3
-2 | 7 | 0 | 5 | 4 | 0.7 | O=C(Cc1ccccn1)N1CC(=O)N2[C@H](CO)[C@@H](c3ccc(-c4ccccc4)cc3)[C@H]2C1 | x
-2 | 6 | 2 | 16 | 0 | 2.2 | COCCCN1C(=O)C(=O)/C(=C(/O)c2ccc(S(=O)(=O)N3CCOCC3)cc2)C1c1ccc(OC)cc1 (configuration not stated) | 1
-2 | -8 | 1 | x | 4 | 0.9 | C[C@H](CO)N1C[C@H](C)[C@H](CN(C)C(=O)Nc2ccc(C(F)(F)F)cc2)OCCCC[C@H](C)Oc2ccc(NC(=O)Nc3cccc4ccccc34)cc2C1=O | 8[16.7 µM]
0 | 3 | 0 | -5 | -3 | 1.3 | Cc1noc(C)c1NC(=O)N(C)C[C@@H]1Oc2ncc(C#CC(C)C)cc2C(=O)N([C@H](C)CO)C[C@@H]1C | -9[16.7 µM]
-1 | 8 | 0 | 2 | -6 | 2.2 | COc1ccc(S(=O)(=O)N(C)C[C@@H]2OCc3ccccc3-c3ccccc3C(=O)N([C@H](C)CO)C[C@H]2C)cc1 | x
1 | -5 | 1 | x | -2 | x | Cc1ccc(N(C(=O)NC2CCCCC2)C2=NCCCCC2)cc1 | x
-15 | 13 | 6 | 1 | -7 | -0.3 | CCN1CCN(CCNC(=O)CS(=O)(=O)Cc2nc(-c3ccc(C)cc3)oc2C)CC1 | 2
1 | 0 | -5 | 6 | -3 | 0.3 | CC(c1ccccc1)C(CC(=O)O)C(=O)Nc1ccc(Cl)c(Cl)c1 (configuration not stated) | x
-1 | -11 | -3 | -6 | 0 | -0.3 | Cc1c(N(C)S(=O)(=O)c2ccc(Cl)c(C(=O)N3CCC(C(N)=O)CC3)c2)c(=O)n(-c2ccccc2)n1C | x
-3 | 5 | -2 | 7 | 3 | 0.3 | O=C(c1ccc(F)cc1)N1CC(=O)N2[C@H](CO)[C@@H](c3ccc(C#CC4CCCCC4)cc3)[C@@H]2C1 | x
-4 | -4 | 4 | 7 | -3 | 2.3 | COc1ccc(NC(=S)NCc2ccc3c(c2)cc(C)n3C)cc1 | 5
1 | -2 | -7 | -7 | -1 | -0.7 | C[C@H]1CN([C@@H](C)CO)C(=O)c2cccc(NC(=O)Nc3ccc(C(F)(F)F)cc3)c2O[C@@H]1CN(C)Cc1ccncc1 | -12[16.7 µM]
2 | 1 | -3 | 1 | -3 | -2.9 | CCCNC(=O)N1CC2(CN(Cc3nccs3)C2)c2c([nH]c3cc(OC)ccc23)[C@H]1CO | x
-3 | -3 | 1 | 0 | -1 | 1.3 | CCN1CCN(C(=O)C2CC(c3ccc(F)cc3)=NO2)CC1 (configuration not stated) | 0
1 | -5 | -1 | -2 | 2 | 0.7 | CCOC(=O)C1CCCN(C(=O)c2cn(CC)c3ccc(S(=O)(=O)N(C)C)cc3c2=O)C1 (configuration not stated) | 0
1 | -5 | -1 | 20 | 6 | -5.2 | C[C@@H]1CCCCO[C@H](CN(C)Cc2ccc(C(F)(F)F)cc2)[C@H](C)CN([C@@H](C)CO)C(=O)c2cc(NS(=O)(=O)c3cccs3)ccc2O1 | -14[16.7 µM]
2 | -3 | 5 | 4 | 1 | x | C[C@H](NC(=O)[C@H]1[C@H](CO)[C@H]2Cn3c(ccc(-c4ccncc4)c3=O)[C@H]2N1C)c1ccccc1 | x
0 | -2 | -4 | 0 | 4 | 2.2 | COc1ccc(C=NNc2nc3c([nH]2)c(=O)n(C)c(=O)n3C)cc1 | x
-1 | -1 | 0 | 9 | -2 | -0.6 | Cc1noc(C)c1S(=O)(=O)N(C)C[C@H]1Oc2ccc(NC(=O)Cn3cnnn3)cc2CC(=O)N([C@H](C)CO)C[C@@H]1C | -1[16.7 µM]
-1 | -3 | 5 | 6 | -125 | 4.0 | N#Cc1nc(-c2cccs2)oc1N1CCOCC1 | x
-4 | 2 | -1 | -10 | 1 | 3.2 | Cc1cc(C)c2c(CN3CCN(c4ccccc4)CC3)cc(=O)oc2c1 | -8
-3 | 1 | 0 | 1 | 6 | -1.4 | C[C@H](CO)N1C[C@H](C)[C@@H](CN(C)S(=O)(=O)c2cn(C)cn2)OCCCC[C@H](C)Oc2ccc(NS(C)(=O)=O)cc2C1=O | 7[16.7 µM]

More entries follow.
CASP6 VEID inh | ERp5 inh | ERAP1 inh | DENV2 CPE rescue | SIRT5 inh | F508del corr | molecule | miR-122 sensor
2 | 0 | 2 | -5 | -4 | 0.8 | Cc1ccc(C)n1-c1cc([N+](=O)[O-])ccc1-n1ccnc1 | 2
-1 | -1 | -2 | -1 | 2 | -2.5 | CN1c2ccc(-c3ccccc3)cc2[C@H]2[C@H](CCN2C(=O)c2ccc(F)cc2)[C@H]1CO | 29[16.7 µM]
-1 | 5 | 2 | x | 1 | 1.4 | O=C(C[C@H]1C=C[C@@H](NS(=O)(=O)c2ccc(F)cc2)[C@@H](CO)O1)NC1CCCCC1 | x
0 | -2 | 10 | 9 | 5 | -1.1 | COc1ccc(CNC(=O)C[C@H]2CC[C@H](NC(=O)c3cccc(F)c3)[C@H](CO)O2)cc1 | x
15 | 3 | 3 | -9 | x | -0.1 | CCC(CO)Oc1cc(NCc2ccccc2)c2ncn(C(C)C)c2c1 (configuration not stated) | 2
3 | 4 | -1 | u | -2 | -1.5 | CCC(NC(=O)c1cc(COc2ccc(C)nc2)on1)c1ccc(C)cc1 (configuration not stated) | 0
1 | 2 | 2 | 6 | x | -0.7 | O=C1COc2ccc(C(=O)COC(=O)c3ccccc3Cl)cc2N1 | x
1 | 2 | 1 | -6 | -1 | 0.1 | N#CCCN(C(=O)COC(=O)c1ccc(S(=O)(=O)N2CCCC2)cc1)c1cccc(Cl)c1 | 2
0 | 0 | 1 | -2 | -2 | 0.7 | C/C(=N\NC(=O)c1nnn(-c2nonc2N)c1C)c1ccc(OCc2ccccc2)cc1 | 5
5 | 6 | -4 | x | 2 | 0.3 | C[C@@H](C(=O)OCC(=O)NCCc1ccc(S(N)(=O)=O)cc1)N1C(=O)C2CCCCC2C1=O (some centres not stated) | -12
-1 | 3 | 0 | x | 6 | -1.0 | CCOC(=O)c1ccc(Oc2ccc(C(F)(F)F)cn2)cc1 | 1
-5 | -1 | 1 | 0 | 13 | 5.3 | C[C@@H]1CCCCO[C@@H](CN(C)C(=O)Nc2ccc(F)cc2)[C@H](C)CN([C@H](C)CO)C(=O)c2cc(NC(=O)Nc3ccccc3)ccc2O1 | -1[16.7 µM]
-1 | 3 | -7 | 10 | 1 | -1.6 | Cc1cc(=O)oc2cc(OCC(=O)N3CCN(c4ccc(F)cc4)CC3)c(Cl)cc12 | -6
0 | -10 | 0 | -1 | -2 | -2.0 | CC(C)NC(=O)N(C)C[C@@H]1Oc2ncc(-c3ccccc3F)cc2C(=O)N([C@H](C)CO)C[C@@H]1C | -10[16.7 µM]
2 | 3 | 1 | 4 | 1 | -7.6 | C[C@@H]1CN([C@H](C)CO)C(=O)c2cc(NC(=O)NC3CCCCC3)ccc2O[C@@H](C)CCCCO[C@H]1CN(C)Cc1ccc(C(F)(F)F)cc1 | -3[16.7 µM]
0 | 2 | -1 | u | -1 | 0.3 | CCOCCCNC(=O)c1cc(C)nn1-c1ccccc1 | -1
3 | 1 | -1 | 7 | -3 | 0.2 | COc1ccc(CCN2C(=NC(=O)C(C)C)SC3CS(=O)(=O)CC32)cc1OC (configuration not stated) | x
5 | 2 | 0 | -3 | 2 | -1.2 | CC(=O)c1c(C)n([O-])c2cc(F)c(F)cc2[n+]1=O | x
2 | -1 | -1 | 5 | x | -0.4 | O=C(CC1C(=O)NCCN1Cc1ccccc1)NC1CCCCC1 (configuration not stated) | 2
-3 | 2 | -3 | 0 | -2 | 0.3 | COC(=O)N/N=C/c1ccc(Oc2ccccc2)cc1 | x
-5 | 1 | -4 | -6 | x | -3.7 | CCCn1c(Oc2ccccc2)nc2c1c(=O)n(C)c(=O)n2C | -3
x | 1 | -4 | -3 | 1 | -0.5 | CN(C)C(=O)c1ccc(NC(=O)c2cccc(S(=O)(=O)N3CCCc4ccccc43)c2)cc1 | x
2 | -6 | 3 | 7 | -1 | 0.3 | C=CCc1cc(/C=C2/NC(=O)NC2=O)cc(OCC)c1O | x
0 | 2 | -2 | 9 | x | -0.6 | CCOC(=O)CSc1nc(-c2ccccc2)ns1 | x
-5 | -3 | 0 | 2 | 17* | -1.6 | COc1ccc(CN(CCN2CCOCC2)C(=O)c2c(F)cccc2F)cc1OC | -4

(cont.)
CASP6 VEID inh | ERp5 inh | ERAP1 inh | DENV2 CPE rescue | SIRT5 inh | F508del corr | molecule | miR-122 sensor
2 | -7 | 2 | -6 | x | -4.1 | CN(C)c1ncnc2c1ncn2[C@H]1CN(Cc2ccc3c(c2)OCO3)C[C@@H](CO)O1 | -9
-3 | 0 | -4 | -8 | 0 | -1.5 | CS(=O)(=O)c1ccc2nc(NC(=O)CCN3C(=O)c4ccccc4C3=O)sc2c1 | x
2 | -3 | -1 | 0 | 0 | -2.2 | O=C(NCc1ccc(Cl)cc1)C(=O)NCC(c1cccnc1)N1CCN(c2ccc(F)cc2)CC1 (configuration not stated) | x
0 | 6 | 4 | 3 | 5 | 0.1 | CCOc1cc(/C=N\Nc2nc(-c3ccc(C)cc3)c(NC(C)=O)s2)ccc1O | x
-1 | 2 | 2 | -8 | 0 | 2.0 | CCC(=O)N1CC2(C1)[C@H](c1ccc(-c3cccc(OC)c3)cc1)[C@H](CO)N2C(C)=O | x
4 | 2 | -1 | -2 | 2 | -2.1 | C[C@H](CO)N1C[C@H](C)[C@H](CN(C)C(=O)Nc2ccc(F)cc2)OCCCC[C@H](C)Oc2ccc(NC(=O)Nc3cccc4ccccc34)cc2C1=O | 0[16.7 µM]
2 | -1 | 0 | 3 | 4 | -0.9 | COc1ccc(S(=O)(=O)N2C[C@H](O)COC[C@@H]3O[C@H](CC(=O)NCc4ccc(Cl)c(Cl)c4)CC[C@H]32)cc1 | 28[16.7 µM]
4 | 6 | 0 | -3 | 2 | 0.6 | Cc1noc(C)c1S(=O)(=O)N(C)C[C@H]1Oc2ccc(NC(=O)CCN3CCOCC3)cc2CC(=O)N([C@H](C)CO)C[C@@H]1C | x
0 | 1 | 2 | 5 | 1 | -4.6 | C[C@H](CO)N1C[C@H](C)[C@H](CN(C)CC2CC2)Oc2cc(C#CC3CC3)ccc2S1(=O)=O | -5[16.7 µM]
0 | 1 | -1 | 0 | 0 | 1.5 | O=C(NCCOc1ccccc1)C(=O)c1c[nH]c2ccccc12 | -1
2 | 1 | -2 | 1 | 2 | 1.8 | COc1cccc(NC(=S)N(CCCN2CCOCC2)C(C)c2cc3ccccc3o2)c1 (configuration not stated) | 7
-3 | -3 | 15 | 1 | -6 | 1.0 | CC(C)CC(N)c1csc(Nc2ncccn2)n1 (configuration not stated) | -8
